Screens deposited in PubChem BioAssay by NCI.
All columns: NCI-60 one-dose screen, growth in % after 48 h at 10 µM unless noted; 100 = growth as untreated, 0 = no growth, -100 = all killed.
OVCAR-8: OVCAR-8 ovarian cancer; 81,000 compounds, 4.4% hits
NCI-H226: NCI-H226 lung cancer; 79,000 compounds, 3.5% hits
OVCAR-3: OVCAR-3 ovarian cancer. 79,000 compounds, 7% hits. AID 1794787
NCI-H322M: NCI-H322M lung cancer | 80,000 compounds, 2.7% hits
OVCAR-5: OVCAR-5 ovarian cancer; 82,000 compounds, 2.9% hits
NCI-H522: NCI-H522 lung cancer; 78,000 compounds, 8% hits; AID 1794739
NCI-H23: NCI-H23 lung cancer. 80,000 compounds, 4% hits. AID 1794731
NCI-H460: NCI-H460 lung cancer; 82,000 compounds, 6.8% hits
NCI/ADR-RES: NCI/ADR-RES ovarian cells. 81,000 compounds, 4.4% hits. AID 1794790
Active calls of the source: *; . = no result given; & = joins results of further samples. Rule for the calls: active = growth percent below 10; inactive = the rest.

SMILES	OVCAR-8	NCI-H226	OVCAR-3	NCI-H322M	OVCAR-5	NCI-H522	NCI-H23	NCI-H460	NCI/ADR-RES
Cc1nccc2c3ccc(OCc4cn(-c5ccc(Br)cc5)nn4)cc3n(CCCc3ccccc3)c12	2.2*	91	104	91	50	85	51	33	-36*
Nc1nc(Nc2ccccc2SSc2ccccc2Nc2nc(N)nc(-c3cccc(F)c3)n2)nc(-c2cccc(F)c2)n1	95	92	100	103	108	94	86	96	104
CCN1CCN(Cc2cn(CC(=O)Nc3ccc4c(ccn4Cc4ccccc4)c3)nn2)CC1	100	92	102	99	113	100	104	114	108
CCOC(=O)CC1CSC(c2ccc(F)cc2)=N1 (centres undefined)	101	101	118	101	102	95	100	102	105
CN1CCc2nc(N)sc2C1	101	106	112	102	104	99	103	102	112
CCNC(=S)n1nc(SC)c(C(=O)OCC)c1N	110	92	98	92	85	90	93	106	95
CC(=O)c1c(C)[nH]c2c1c(-c1cccc3c1OCO3)nc1ccccc12	104	94	90	99	101	82	90	104	99
CC(=O)Nc1ccc(F)c(Cl)c1F	107	96	104	97	102	103	100	102	98
Cc1[nH]c2ccccc2c1/C=N/Nc1ncnc2sc3c(c12)CCN(CC(=O)OC(C)(C)C)C3	69	98	83	.	130	58	92	98	66
CC1CCC(C)N(C)C1 (centres undefined)	105	101	112	100	106	104	104	109	107
COC1OC2COC(c3ccccc3)OC2C(OC(=O)c2ccccc2)C1OC(=O)c1ccccc1 (centres undefined)	95	88	102	110	85	81	93	101	86
CC1=C(O)c2ccccc2C(=O)C1=O	103	98	103	108	106	101	110	104	103
Nc1c(Oc2cccc(C(F)(F)F)c2)ncnc1Oc1cccc(C(F)(F)F)c1	98	101	109	111	95	102	114	105	106
Clc1ccc2c(Cl)cc(-c3ccccc3)nc2c1	93	108	107	102	118	100	92	100	110
Cc1cc2ccccc2c[n+]1CC(=O)c1ccc2ccccc2c1	68	56	57	61	66	71	43	35	100
COc1cc(C(=O)/C=C/c2c(-c3ccc(F)cc3)nc3sc(C)nn23)cc(OC)c1OC	56	75	75	82	94	17	84	81	80
C=C(C)[C@@H]1CC[C@]2(C(=O)OC)CC[C@]3(C)[C@H](CC[C@@H]4[C@@]5(C)C/C(=C/NC(N)=O)C(=O)C(C)(C)[C@@H]5CC[C@]43C)[C@@H]12	93	86	106	103	112	82	90	102	96
COC(=O)[C@]1(CCSC)N[C@H](c2cn(-c3ccccc3)nc2C)[C@@H]2C(=O)N(c3ccccc3)C(=O)[C@@H]21	.	100	99	115	104	97	95	106	91
C[N+](C)(C)CC(=O)NNC(=O)Nc1ccc(Cl)cc1	109	104	80	110	106	117	108	120	106
CCOC(=O)CC1(C)NCCS1 (centres undefined)	102	92	110	103	96	107	93	103	95
COc1ccc2nc(NC(=O)Cc3ccc4c(c3)OCCO4)sc2c1	101	107	109	101	94	84	92	95	91
Clc1ccccc1-c1nnc(Cn2cnnc2)o1	.	93	108	100	101	100	97	114	98
CSc1ccc2c(c1)N(CCC1CCCCN1C)c1ccccc1S2 (centres undefined)	70	107	92	64	.	56	84	47	66
Cc1nc2sccn2c1-c1nc2sccn2c1/C=C1/C(=O)Nc2ccccc21	52	63	-31*	67	42	-6.8*	53	20	48
COc1cc2nc(NC3CC3)nc(NC3CCN(C)CC3)c2cc1OC	98	.	107	100	92	97	95	99	103
Cc1cc2nc(CO)[nH]c2cc1C	101	108	105	113	100	97	105	114	107
CC(=O)NC1COC(CO)C(OC2OC(CO)CC(O)C2NC(C)=O)C1O (centres undefined)	97	100	107	95	109	103	.	100	102
CC(C)n1c(=S)[nH]c2ccccc2c1=O	95	94	93	101	111	99	102	110	101
N#Cc1c(-c2ccc(Cl)cc2Cl)nc(SCC(=O)c2ccc(Br)cc2)[nH]c1=O	98	87	91	94	102	75	89	95	96
Brc1cccc(-n2ncc3c(Nc4ccc(-c5nnc(-c6ccccc6)o5)cc4)ncnc32)c1	98	90	100	104	104	98	95	109	99
c1coc(CNc2ccnc(Nc3ccc(OCCN4CCCCC4)cc3)n2)c1	-5.9*	68	90	101	97	85	87	89	104
O=S(=O)(NCCCNc1nccc(-c2c(-c3cccc(F)c3)nc3sccn23)n1)c1ccccc1	43	43	75	89	121	47	77	65	53
CCCN1C(=O)N(CCC)C2C1NN=c1s/c(=C3\C(=O)N(C(C)C)c4ccccc43)c(=O)n12 (centres undefined)	58	.	-15*	78	76	22	76	35	44
COc1cc(/C=C/C(=O)C(C(=O)/C=C/c2ccc(OC(=O)CCNc3nnc(C)s3)c(OC)c2)C(=O)CCNc2nnc(C)s2)ccc1OC(=O)CCNc1nnc(C)s1	7.5*	25	2.1*	42	37	.	12	-29*	32
N#Cc1ccc(OCC(=O)Nc2c(N)[nH]c(=O)n(Cc3ccccc3)c2=O)cc1	100	105	113	105	103	96	102	111	107
O=C(O)C(O)c1ccc(Cl)cc1Cl (centres undefined)	107	98	106	112	98	91	106	108	103
COc1cc(C2CC(c3cc(OC)c(OC)c(OC)c3)=NN2)ccc1Oc1ccnc2cc(Cl)ccc12 (centres undefined)	95	92	108	107	98	85	101	95	95
Nc1nc(Nc2ccccc2)nn1Cc1cccc(C(F)(F)F)c1	102	79	97	93	99	73	93	111	91
COc1ccc(C(=O)Cn2c(C(=O)c3ccc(Cl)cc3)nc3ccccc32)cc1	70	87	52	90	90	15	78	87	36
COc1ccc(-n2ncc3c2CCc2cc(S(=O)(=O)c4ccccc4)c(OCc4ccccc4)nc2-3)cc1	96	93	103	101	91	70	91	99	103
CC1(C)C(=O)NC(=O)N1CO	101	93	168	111	99	110	105	99	105
CCCCCCOC(=O)CC[C@@H](C)[C@H]1CC[C@H]2[C@@H]3[C@H](OC(=O)CCN)C[C@@H]4C[C@H](OC(=O)CCN)CC[C@]4(C)[C@H]3C[C@H](OC(=O)CCN)[C@]12C	104	94	116	114	92	100	106	106	105
CC(C(=O)N1CCN(c2cccc(Cl)c2)CC1)c1ccc(NS(=O)(=O)c2ccccc2)cc1 (centres undefined)	92	82	104	92	90	79	91	96	88
N=c1c(S(=O)(=O)c2ccccc2)cc2c(=O)n3ccccc3nc2n1C1CCCCC1	93	100	113	91	109	96	93	109	95
Nc1nc[nH]c(=O)c1N=Cc1ccccc1	75	104	.	121	150	111	129	107	142
OC(Cc1ccncc1)c1ccccc1Cl (centres undefined)	101	96	110	150	101	.	101	102	111
CCCCCCC(NC(=O)c1ccccc1)C(=O)O (centres undefined)	112	113	115	106	114	93	119	112	117
CCOC(=O)Nc1ccccc1NC(=O)OCC	95	95	101	103	104	59	96	101	103
CNS(=O)(=O)Nc1nccc(Cc2c(C)c3ccc(Oc4ncccn4)cc3oc2=O)c1F	63	58	76	33	20	52	24	61	71
Nc1ccc(C(=O)O)cc1Br	101	104	110	125	98	91	109	105	110
Cc1cccc(Cl)c1NC(=O)CNC(C)(C)C	100	93	104	101	97	67	93	110	90
COc1ccc2nc3cc(Cl)ccc3c(SC(CC(=O)O)C(=O)O)c2c1 (centres undefined)	98	100	105	118	121	97	97	98	105
Cc1ccc(SCCCN(C)C)cc1	102	105	107	101	111	99	99	110	101
CC(C)NC(=O)/C=C\C(=O)O	111&103	104&98	109	109&96	104&106	102&99	102&100	104&107	106&100
COc1cccc2c1C(=O)c1ccccc1C2=O	92	104	104	99	95	104	91	106	100
CSc1ccnc2cc(Cl)ccc12	108	91	103	84	102	54	90	103	93
Nc1ccc(S(=O)(=O)NC(CSSCC(NS(=O)(=O)c2ccc(N)cc2)C(=O)O)C(=O)O)cc1 (centres undefined)	109	100	96	87	105	73	102	103	107
CSc1nc(-c2cccc(NC(=O)CC#N)c2)c(C#N)c(=O)n1C	101	104	117	110	100	89	96	102	104
CCc1c(C(=O)Nc2ccc3ccccc3c2)[nH]c(C)c1C(C)=O	104	96	103	99	101	69	86	101	95
c1ccc(Cn2cc(-c3ccccc3)c3ncnc(N4CCOCC4)c32)cc1	57	90	78	102	112	63	67	89	.
(next part)
SMILES	OVCAR-8	NCI-H226	OVCAR-3	NCI-H322M	OVCAR-5	NCI-H522	NCI-H23	NCI-H460	NCI/ADR-RES
COc1cc(NC(=O)CSc2nc3ccccc3c(=O)n2-c2ccc(F)cc2)cc(OC)c1OC	95	93	97	96	107	82	91	102	96
CC[C@H]1c2ccccc2[C@@H](C(=O)O)N(C(C)=O)c2ccc(C)cc21	104	105	106	102	101	93	101	105	110
CC(Cc1cccc2ccccc12)C(N)=O (centres undefined)	108	100	113	98	95	97	100	110	110
COc1cc2c(cc1-c1c(C)noc1C)ncc1nc(C3CCC(F)(F)CC3)n([C@H](C)COC(F)F)c12	44	51	40	43	82	30	60	56	40
NC(=O)c1[nH]cnc1/N=N/N(CCO)CCO	80	99	105	107	105	102	98	98	97
COc1ccc(C2CC(=O)c3c(O)cc(OC4OC(COC5OC(C)C(O)C(O)C5O)C(O)C(O)C4O)cc3O2)cc1O (centres undefined)	95	105	131	82	97	.	105	110	109
Cc1ccc(S(=O)(=O)N2CCC(=O)c3ccccc32)cc1	103	94	63	89	91	84	85	87	73
O=S(=O)(c1ccccc1)n1cc2c(c1)-c1nc(Nc3ccccc3)sc1CC2	75	.	55	67	97	61	54	73	52
Brc1ccc2c(c1)-c1ccccc1C1=NCCN12	-11*	-14*	-33*	.	-8.3*	-62*	-8.6*	-47*	-18*
CCCCCCCCCCCC(c1ccccc1)[N+](C)(C)C (centres undefined)	19	21	19	57	17	5.0*	16	16	92
CSc1nc(Nc2ccc(S(N)(=O)=O)cc2)c(C#N)c(-c2cccc([N+](=O)[O-])c2)n1	96	104	114	103	96	92	98	100	98
Cn1cccc1C(=O)C1C(c2ccc(Cl)cc2)C2C3CCCCC3CN2C12C(=O)Nc1ccc(Cl)cc12 (centres undefined)	83	78	91	97	90	63	80	81	73
Cc1cccc(NC(=O)[C@@H]2c3ccccc3C(=O)N(c3ccc(Cl)cc3)[C@H]2c2ccc(Cl)cc2)n1	51	55	62	81	79	39	58	53	48
CN(C)C(=S)SCc1ccc(Cl)cc1Cl	100	102	105	99	101	81	93	106	94
COc1nc2ccc(Br)cc2cc1/C=C/C(=O)c1cc2ccccc2oc1=O	101	97	111	99	110	91	94	102	95
COc1ccc(-c2nc(/C=N/Nc3cc(C)nc4ccc(Br)cc34)c(C)o2)cc1	-53*	-37*	-97*	-96*	-97*	-58*	-42*	-81*	-66*
COc1c(N2CC3CCCNC3C2)c(F)cc2c(=O)c(C(=O)N/N=C/c3cc[nH]c3)cn(C3CC3)c12 (centres undefined)	101	106	108	90	111	108	104	110	107
CCOC(=O)c1c(OC)ccc2ccccc12	99	106	124	121	111	.	104	118	112
c1ccc(C(Nc2cccnc2)c2ccccc2)cc1	97	99	99	119	102	99	86	98	94
NS(=O)(=O)c1ccc(CN/C=C/C(=O)c2cc3cc(Br)ccc3oc2=O)cc1	103	88	98	95	98	93	92	96	96
CCOC(=O)c1cc(C(N)=O)n2ccc(-c3ccncc3)cc12	70	85	86	77	83	83	94	84	75
Oc1ccccc1-c1nnc(SCc2ccc(O)c3ncccc23)n1-c1ccccc1	15	9.0*	19	22	33	-6.0*	17	4.0*	6.2*
c1ccc2c(c1)NC1CCCCC21 (centres undefined)	108	108	108	113	97	109	93	101	103
CC(C)C1=C[C@@]23CC[C@H]4C(C)(COC(=O)c5ccco5)CCC[C@]4(C)[C@H]2C[C@@H]1[C@@H]1[C@H]3[C@@H](OC(=O)c2ccco2)CC[C@@H]1OC(=O)c1ccco1 (some centres undefined)	101	99	127	107	112	98	107	115	110
